Screening results deposited in PubChem BioAssay by several laboratories.
UTI89 phage lysis – inhibition of K1F phage lysis, E. coli UTI89, bacterial capsule biogenesis inhibitors, alamar blue (AID 488966). 0.02% of 340,000 active. inhibition, % at 100 µM, or IC50 in µM where a hit was titrated. E. coli UTI89 K1F phage lysis, alamar blue, 2 h; higher % means a stronger effect;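 active = phage lysis inhibition, versus mean bacterial control, above a set limit; inconclusive = no clear call, values can overlap the other calls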;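 also: capsule biogenesis inhibitors block K1F phage lysis so surviving cells raise fluorescence; higher fluorescence means more inhibition of phage lysis; actives were called in the ten point dose series up to 300 µM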
TNAP activation fold – human TNAP enzyme activators, primary screen, biochemical, luminescent, no phosphate acceptor, uHTS (AID 1001); one-dose activation fold at 20 µM; EC50 in µM for titrated hits; 0.03% of 200,000 active; purified TNAP, luminescent activation assay, no phosphate acceptor; higher activation fold means a stronger effect; Alkaline phosphatase, tissue-nonspecific isozyme (Homo sapiens); in the data active = activation fold from about 3, or a potency from the dose series; inactive = the rest, 99 in 100 with activation fold below about 1.6; also: many of its hits are not listed in these tables
Hep lipid drop – inhibitors of hepatocyte lipid droplet formation, primary screen, imaging, high-throughput imaging, BODIPY stain; 0.4% of 240,000 active; AML12 mouse hepatocytes, oleate lipid droplets; inhibition, % at 6.5 µM; AID 1656, 2009;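 active = lipid droplet intensity inhibited by at least 50%, with more than 500 cells counted; inconclusive = wells with under 300 cells, treated as cytotoxic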
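Assay system: AML12 mouse liver cells | Compound dosing: One dose, 6.5 µM compound | Read-out basis: Droplet intensity reduction, % inhibition | Measured by: Fluorescence imaging, 20x objective, two fields per well | Schedule: Overnight treatment with compound plus oleate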
P. falciparum M1AAP – P. falciparum M1AAP inhibitors, biochemical, fluorogenic H-Leu-NHMec substrate, 1536-well (AID 1445); recombinant M1AAP, H-Leu-NHMec fluorogenic kinetic assay; higher % means a stronger effect; 0.42% of 220,000 active; Aminopeptidase N (Plasmodium falciparum (isolate 3D7)); inhibition, % at 30 µM, or IC50 in µM where a hit was titrated;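 active = primary inhibition above the hit cutoff, then over 50% inhibition at one or more dose response concentrations, cut at about 23% in these data, passing the limit was not always enough; inconclusive = conflicting primary data, or primary hits not chosen for dose response; inactive = low primary inhibition, or under 50% at every dose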;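 also: plate controls were DMSO full reaction for no effect and no enzyme background for full effect; strong numbers were not always called active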
XIAP antagonists – XIAP antagonists, biochemical, IAP family, fluorescence polarization (AID 1018); 0.007% of 200,000 active; one-dose displacement, % at 20 µM; IC50 in µM for titrated hits; XIAP BIR domain, fluorescence polarization peptide displacement; higher % means a stronger effect; E3 ubiquitin-protein ligase XIAP (Homo sapiens); in the data active = displacement above about 50%; also: a part of the inactive calls stands beside numbers as strong as those of hits
SIAH1 antagonists – Siah-1 peptide-binding antagonists, primary screen, biochemical, fluorescence polarization, rhodamine-plectin, uHTS (AID 1817) | Siah-1 / rhodamine-plectin peptide fluorescence polarization; higher % means a stronger effect | E3 ubiquitin-protein ligase SIAH1 (Homo sapiens) | 0.02% of 290,000 active | one-dose displacement, % at 20 µM; IC50 in µM for titrated hits;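 active = displacement of at least 50% at 20 µM, with a fluorescence ratio check between 0.3 and a set limit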;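 also: plate controls were Siah plus tracer with DMSO for no effect and tracer alone without Siah for full effect; strong numbers were not always called active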
P. falciparum M17LAP – P. falciparum M17LAP inhibitors, primary screen, biochemical, fluorogenic H-Leu-NHMec substrate, 1536-well (AID 1619); Leucine aminopeptidase (Plasmodium falciparum (isolate 3D7)); recombinant M17LAP, H-Leu-NHMec fluorogenic kinetic assay; higher % means a stronger effect; one-dose inhibition, % at 30 µM; IC50 in µM for titrated hits; 0.38% of 220,000 active;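 active = compound inhibiting the enzyme by more than half at any dose during confirmatory dose-response retesting; inconclusive = strong single-dose inhibitors picked by rank but not retested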;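 also: plate controls were full reaction with DMSO carrier for no effect and no enzyme background for full effect; strong numbers were not always called active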
human PMI inhibitors – human PMI inhibitors, high substrate, primary screen, biochemical, fluorescence intensity, high mannose 6-phosphate (AID 1220); Mannose-6-phosphate isomerase (Homo sapiens); recombinant PMI enzyme, coupled fluorescence intensity; higher % means a stronger effect; one-dose inhibition, % at 20 µM; IC50 in µM for titrated hits; 0.66% of 190,000 active
PMI inhibitors – inhibitors of human PMI, primary screen, biochemical, fluorescence intensity, coupled assay (AID 1209); purified PMI enzyme, coupled fluorescence intensity; higher % means a stronger effect; inhibition, % at 20 µM, or IC50 in µM where a hit was titrated; 0.42% of 190,000 active;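 also: plate controls were DMSO vehicle for no effect and wells lacking substrate for full effect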
Hep lipid drop cells 6.5 µM – also measured in Hep lipid drop; calls as there; cell count; measured here: cell count, cytotoxicity flag;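 cells counted across two imaged fields per well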
Active calls of the source: *; i = inactive; u = inconclusive; x = no result given; & = joins results of further samples; ! = repeats disagree; [ ] = dose if it differs, or a comment. Rule as the data show it, unless noted: active = inhibition above about 50%; inactive = the rest.

SMILES	UTI89 phage lysis	TNAP activation fold	Hep lipid drop	Hep lipid drop cells 6.5 µM	P. falciparum M1AAP	XIAP antagonists	SIAH1 antagonists	P. falciparum M17LAP	human PMI inhibitors	PMI inhibitors
COc1ccc(CC(=O)NNc2ncnc3c2cnn3-c2ccc(C)cc2)cc1OC	-1.2%	2.3	-1	686	1%	-0.1%	9%	2%	12%	6%
Cc1ccc(C=NCc2ccncc2)c(O)c1	4.6%	1.1	x	x	8%	-1.8%	-1%	2%	7%	-4%
NC(=O)C1CCN(C2OC(=O)c3ccccc32)CC1 (stereo not given)	0.0%	1.1	x	x	8%	-5.5%	-1%	-2%	13%	11%
COCc1nnc(NC(=O)c2sc3ccccc3c2Cl)s1	u	1.1	-5	769	18%	-8.6%	-3%	48%	1%	18%
Cc1ccc(C)c(C(=O)COc2ncnc3ccccc23)c1	-0.1%	1.1	-6	667	3%	-3.6%	1%	10%	-6%	-5%
COc1ccccc1N1CCN(C(=O)C2C3C=CC4(CN(Cc5ccccc5Cl)C(=O)C24)O3)CC1 (stereo not given)	7.0%	1.1	x	x	2%	-5.6%	1%	0%	1%	0%
CC(=O)c1ccc(NS(=O)(=O)c2cccc(C)c2)cc1	5.0%	1	2	738	-5%	-1.8%	-4%	10%	10%	10%
CCOc1ccccc1NC(=O)NC1(C(=O)N2CCN3CCCC3C2)CCCCC1 (stereo not given)	3.5%	1.2	x	x	1%	-3.7%	4%	20%	-5%	-6%
CN(c1ccccc1C(=O)Nc1cccc(C(F)(F)F)c1)S(C)(=O)=O	0.3%	1.1	1	782	3%	-9.2%	-4%	-2%	-5%	7%
Cc1ccc(N/C=C/C(=O)c2ccccc2)cc1C	6.1%	1	5	757	10%	-9.0%	2%	3%	-6%	-2%
O=C(NCc1ccco1)C(=O)NCc1ccccc1Cl	0.6%[50 µM]	1.2	4	599	5%	-5.5%	-3%	6%	-6%	-1%
CC(C)CN(CC(C)C)CC(O)COc1ccc([N+](=O)[O-])cc1 (stereo not given)	-0.4%	1	1	665	-4%	-4.5%	-6%	-1%	-4%	-1%
CNC(=O)Nc1ccc(S(N)(=O)=O)cc1	-0.1%	x	1	697	9%	x	2%	-9%	x	x
COc1ccc(NS(=O)(=O)c2ccc(O)c(C(=O)OCC(=O)N3CC(C)OC(C)C3)c2)cc1 (stereo not given)	0.5%	1.2	x	x	7%	-6.2%	6%	10%	6%	6%
CCOC(=O)c1sc2nc(C)nc(Nc3ccccc3)c2c1C	0.1%	1.1	-8	751	-4%	-2.7%	11%	5%	-23%	-32%
COc1ccc(NC(=S)N2CCCC(c3nc4ccc(C)cc4[nH]3)C2)c(OC)c1 (stereo not given)	-1.0%	1	-22	560	-2%	-7.4%	-1%	-6%	-1%	4%
C[C@H](NC(=O)c1ccc(Br)cc1)C(=O)NCc1ccc(S(N)(=O)=O)cc1	0.7%	1	-47	668	6%	-15%	-2%	7%	4%	-7%
CCC(=O)NNc1ncnc2c1cnn2-c1cccc(C)c1	0.1%	2.3	-3	713	2%	-5.2%	1%	14%	-1%	-6%
O=[N+]([O-])c1ccc(Cl)c(S(=O)(=O)/N=C(/c2ccccc2)N2CCOCC2)c1	0.4%	0.9	-10	714	8%	-8.3%	3%	4%	-4%	-7%
Cc1nc(SCC(C)C)[nH]c(=O)c1Cc1ccccc1	-0.4%	1	x	x	-1%	-3.0%	4%	2%	16%	6%
O=C(CSc1nnc(NC(=O)c2c(F)cccc2F)s1)Nc1ccc(F)cc1	i	1	5	696	12%	-6.2%	-1%	32µM*	x	x
COC(=O)COc1ccc(S(=O)(=O)N2CCOCC2)cc1	1.4%	1	x	x	8%	-7.0%	-4%	5%	-6%	-7%
C=C(C)COc1ccc(-c2n[nH]c(C)c2-c2ccccc2)c(O)c1	2.0%	1.1	-24	676	4%	-1.5%	-1%	-3%	9%	13%
CCOC(=O)c1cnc(SCC(=O)Nc2nnc(CC)s2)nc1N	0.2%	1.1	x	x	1%	-0.6%	2%	0%	3%	5%
CN(C)c1ccc(P(=O)(OCc2ccccc2)C(O)c2ccccc2)cc1 (stereo not given)	-0.3%	x	2	758	0%	x	9%	5%	x	x

(further entries)
SMILES	UTI89 phage lysis	TNAP activation fold	Hep lipid drop	Hep lipid drop cells 6.5 µM	P. falciparum M1AAP	XIAP antagonists	SIAH1 antagonists	P. falciparum M17LAP	human PMI inhibitors	PMI inhibitors
O=C(CN1C(=O)CSc2ccc(S(=O)(=O)N3CCCCC3)cc21)NCc1cccnc1	0.0%	1.1	2	758	4%	-5.4%	0%	-4%	7%	6%
Cc1ccc2c(c1)C(=O)c1ccccc1CS2=O (stereo not given)	2.1%[50 µM]	1.1	-10	692	6%	2.1%	-4%	1%	-15%	-25%
CCOC(=O)C1CCCN(C2CC(=O)N(c3ccc(C(C)C)cc3)C2=O)C1 (stereo not given)	0.0%	1.1	-12	587	-2%	-9.2%	-4%	6%	3%	1%
O=C(Cc1cc(=O)[nH][nH]1)N/N=C/c1c(Cl)cccc1Cl	1.3%&1.3%	1.1&1.2	-6&2	679&705	u	-40%&-2.0%	-6%&6%	50µM*!	-6%&-12%	-2%&-3%
Cc1ccc(OCC(=O)Nc2ccc(S(=O)(=O)Nc3ccccn3)cc2)cc1C	-0.6%	1.1	10	699	0%	-3.6%	0%	9%	-6%	-5%
S=C(NC1CC2CCC1C2)N1CCN(c2cccc(Cl)c2)CC1 (stereo not given)	1.0%	1.1	-4	695	0%	-3.8%	4%	-5%	5%	-5%
CSc1cccc(NC(=O)CSc2ccccc2)c1	-0.1%	1.1	16	772	7%	-1.7%	-1%	15%	13%	17%
COCCNC(=O)Cn1c(=O)n(CCCCCC(=O)NCc2ccc3c(c2)OCO3)c(=O)c2sccc21	x	1.1	6	702	-5%	-4.8%	-2%	-4%	-13%	-7%
COc1cccc(C(=O)NC2CCN(CC(=O)NCc3ccccc3OC)CC2)c1	0.2%	1.1	x	x	27µM*	-9.9%	4%	18%	1%	1%
N#C/C(=C\c1ccncc1)c1nc2c(s1)CCCC2	0.3%	1.1	-23	686	-9%	-11%	3%	-3%	10%	9%
COc1ccc(C(=O)COc2ncnc3cc(Cl)ccc23)cc1	0.3%	x	10	712	-3%	x	4%	-12%	x	x
O=[N+]([O-])c1cc(S(=O)(=O)NC2=NCCCCC2)ccc1NCC1CCCCC1	0.7%	1.1	-3	739	5%	-13%	20%	-1%	3%	11%
O=C(C[n+]1ccc(-c2nnc3n2CCC3)cc1)c1ccc(Cl)c(Cl)c1	0.2%	1	-1	710	5%	-8.6%	-8%	20%	-29%	-26%
CC(=O)c1c(NC(=O)c2ccccc2)[nH]c(-c2ccccc2)nc1=S	1.2%	0.9	-9	731	22%	-5.6%	2%	7%	-13%	-6%
NC(=O)COC(=O)/C=C/c1ccc2ccccc2n1	-2.5%	1.1	24	731	0%	-4.6%	0%	-2%	-3%	-2%
O=C(NCCCN1CCCCC1)c1ccc2c(=O)n(CCc3ccccc3)c(=O)[nH]c2c1	0.3%	1	x	x	-2%	-5.5%	2%	1%	-8%	-11%
O=C(CC(NS(=O)(=O)c1ccc(Cl)cc1)c1ccco1)NCc1ccco1 (stereo not given)	-0.5%	1.1	x	x	5%	-3.9%	-2%	3%	9%	7%
CCNC(=O)CN(c1ccccc1OC)S(=O)(=O)c1cccs1	1.6%[50 µM]	1.1	-18	660	-4%	-3.0%	-4%	0%	-24%	-19%
CC(=O)Nc1cc(-c2nn(C)c(=O)c3ccccc23)ccc1N1CCCCC1	-0.4%	1	-2	762	7%	x	-2%	-1%	-1%	-1%
Cc1onc(-c2ccccc2Cl)c1C(=O)N1CCN(c2ccccc2)CC1	0.4%	1.1	5	651	5%	-0.2%	0%	2%	5%	4%
Cc1ccc(OCCCN2CCOCC2)c([N+](=O)[O-])c1	0.2%[50 µM]	1.1	23	698	-1%	-6.9%	6%	15%	13%	2%
CCN(CC)c1nc(Oc2ccc(C(=O)OC)cc2)nc(N2CCOCC2)n1	-1.1%[50 µM]	1	6	654	8%	-7.6%	-1%	0%	5%	8%
O=C(Nc1ccccc1)N1CC=C(c2ccc(F)cc2)CC1	0.5%	1.1	0	678	7%	-7.9%	2%	3%	11%	17%
O=C(CC1(O)C(=O)N(Cc2cccc3ccccc23)c2ccccc21)c1cccnc1 (stereo not given)	-0.4%	1.1	-8	816	11%	-4.0%	-4%	1%	2%	9%
COc1cccc(C2C=C(Nc3ccccc3)C(=O)N2c2ccccc2)c1 (stereo not given)	1.7%	1	-24	594	-9%	-6.5%	-7%	18%	-120%	-68%

Later entries:
SMILES	UTI89 phage lysis	TNAP activation fold	Hep lipid drop	Hep lipid drop cells 6.5 µM	P. falciparum M1AAP	XIAP antagonists	SIAH1 antagonists	P. falciparum M17LAP	human PMI inhibitors	PMI inhibitors
Cc1ccc(-c2nnc(SCC(=O)Nc3nccs3)n2N)cc1	4.0%	1	12	741	-7%	-1.9%	-6%	-6%	2%	1%
O=C(O)C1CCCN1C(=O)OCc1ccccc1 (stereo not given)	-0.3%	1.1	x	x	-4%	-4.0%	5%	13%	-3%	-5%
COc1cc(NC(=O)CN(C)S(=O)(=O)c2ccc3c(c2)CCC(=O)N3)cc(OC)c1	0.8%	1.2	x	x	-1%	-1.8%	0%	7%	-3%	1%
COc1ccc(N2CCN(C(=O)c3cc4c(-c5ccc(Cl)cc5)nn(C)c4s3)CC2)cc1	5.5%	1.1	x	x	4%	-5.5%	-3%	3%	10%	14%
Cc1cccc2c1N(C(=O)CN1C(=O)c3ccccc3C1=O)C(C)(C)c1ssc(=S)c1-2	3.0%	0.9	-8	576	13%	-7.0%	6%	-14%	1%	9%
COc1ccc2c(c1)c(=O)c(C(=O)c1ccc(Cl)cc1)cn2CC(=O)Nc1ccc(F)cc1	0.0%	1	7	665	1%	-4.8%	12%	8%	-7%	-2%
CCOC(=O)c1c(NCCN(C)C)c2ccccc2[nH]c1=O	-0.1%	x	11	675	12%	x	2%	5%	x	x
